Bioassay records as filed in PubChem.
CCR6 antag = blocks CCL20-driven beta-arrestin recruitment at human CCR6. P51684. CHO-K1 CCR6 PathHunter beta-arrestin, luminescence, CCL20-stimulated. inhibition, % at 20 µM. 0.49% of 340,000 active;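 active means compounds whose inhibition of the agonist-driven luminescence signal at 20 µM reaches about 50%, limit read from the data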;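 further: cells stimulated with CCL20 at 14 nM final; plate controls were DMSO with CCL20 for no effect and DMSO without agonist for full effect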
Target sequence (P51684 whole entry, looked up): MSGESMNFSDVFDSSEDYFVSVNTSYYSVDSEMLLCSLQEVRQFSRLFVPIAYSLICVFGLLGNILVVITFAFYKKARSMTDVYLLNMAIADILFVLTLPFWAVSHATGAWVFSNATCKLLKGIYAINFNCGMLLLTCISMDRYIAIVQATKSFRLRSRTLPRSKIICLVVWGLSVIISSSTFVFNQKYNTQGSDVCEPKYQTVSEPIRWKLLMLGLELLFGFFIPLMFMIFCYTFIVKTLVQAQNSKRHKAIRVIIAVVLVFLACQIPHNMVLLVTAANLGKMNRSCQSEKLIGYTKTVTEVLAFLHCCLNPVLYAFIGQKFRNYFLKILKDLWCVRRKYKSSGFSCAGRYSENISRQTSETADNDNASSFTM
EBI2 block = antagonists of human EBI2 receptor | EBI2 beta-arrestin recruitment, luminescence, 7a,25-OHC stimulated | inhibition, % at 5 µM | 0.81% of 360,000 active; in the data active means inhibition above about 38%;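 further: enzyme fragment complementation signal reports receptor beta-arrestin coupling in cells; 0% = agonist plus DMSO wells and 100% = wells without agonist; some results beyond the cut were filed as inactive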
Target sequence (P32249 whole entry, looked up, the tested form may be a part): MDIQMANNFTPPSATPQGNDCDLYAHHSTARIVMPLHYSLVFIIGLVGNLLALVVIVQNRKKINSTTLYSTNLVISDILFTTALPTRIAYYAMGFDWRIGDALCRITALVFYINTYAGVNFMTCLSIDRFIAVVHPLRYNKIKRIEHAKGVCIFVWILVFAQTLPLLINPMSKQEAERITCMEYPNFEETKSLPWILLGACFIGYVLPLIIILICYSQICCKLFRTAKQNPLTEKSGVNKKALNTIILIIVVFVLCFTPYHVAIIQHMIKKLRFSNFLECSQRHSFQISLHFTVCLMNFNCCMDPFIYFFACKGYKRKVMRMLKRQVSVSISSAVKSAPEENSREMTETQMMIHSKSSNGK
APJ antag = APJ receptor antagonism; CHO-K1 APJ beta-arrestin complementation, luminescence; inhibition, % at 20 µM; 0.32% of 330,000 active; AID 2521;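 active means inhibition above about 40% at 20 µM, limit read from the data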;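 further: cells challenged with 10 nM apelin-13 agonist together with compound; plate controls were apelin-13 plus DMSO wells for no effect and DMSO wells lacking apelin-13 for full effect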
Jurkat NFkB inh = inhibitors of the PMA/ionomycin-induced NF-kB reporter in Jurkat cells | PMA/ionomycin-induced NF-kB luciferase reporter, luminescence | inhibition, % at 4 µM | 0.53% of 330,000 active | AID 435003; in the data active means inhibition above about 50%
CXCR6 block = CXCR6 (human) receptor inhibition; O00574; CHO-K1 PathHunter CXCR6 beta-arrestin, luminescence; inhibition, % at 20 µM; 0.36% of 360,000 active; AID 602244; in the data active means inhibition above about 34%, passing the limit was not always enough;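 further: antagonist mode with CXCL16 agonist at 10 nM final; 0% = 10 nM CXCL16 with DMSO and 100% = unstimulated wells without agonist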
Target sequence (O00574 whole entry, looked up): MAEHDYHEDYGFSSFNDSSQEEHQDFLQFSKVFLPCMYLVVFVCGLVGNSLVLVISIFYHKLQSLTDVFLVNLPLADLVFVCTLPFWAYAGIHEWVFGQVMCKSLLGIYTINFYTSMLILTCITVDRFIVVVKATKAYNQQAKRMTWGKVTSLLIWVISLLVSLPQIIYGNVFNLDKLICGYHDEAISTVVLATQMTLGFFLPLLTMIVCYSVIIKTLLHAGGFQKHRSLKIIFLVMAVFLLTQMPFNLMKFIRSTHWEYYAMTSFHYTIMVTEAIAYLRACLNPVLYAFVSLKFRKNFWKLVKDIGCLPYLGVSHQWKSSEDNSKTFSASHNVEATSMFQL
697 NFkB inh = inhibitors of the PMA/ionomycin-induced NF-kB reporter in 697 B cells; 697 B-cell NF-kB luciferase reporter, 16 h; inhibition, % at 4 µM; 0.33% of 330,000 active; in the data active means inhibition above about 35%
Gli-Sufu block = blocks Gli-Sufu signaling in a luciferase reporter; Sufu-KO-LIGHT fibroblasts, Gli luciferase reporter luminescence; inhibition, % at 5 µM; 0.74% of 340,000 active;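 active means inhibition above about 55%, limit read from the data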;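 further: 0% = DMSO-treated cells and 100% = wells with medium but no cells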
UBC13 polyUb = inhibitors of human UBC13 polyubiquitin chain formation | TR-FRET | P61088 | AID 485273 | inhibition, % at 20 µM | 0.47% of 330,000 active; in the data active means inhibition above about 45%, passing the limit was not always enough
* = called active by the depositor.

What do the screens show for `CCOC(=O)C1CN(S(=O)(=O)c2ccc(F)cc2)C1`?
CCR6 antag: 3; EBI2 block: -3; APJ antag: 5; Jurkat NFkB inh: 5; CXCR6 block: -4; 697 NFkB inh: 11; Gli-Sufu block: -3; UBC13 polyUb: 6

How did Cc1cccc(C)c1OCCN1C(=O)NC(C)(c2ccccc2)C1=O (stereo not drawn) do in these assays?
CCR6 antag: 13; EBI2 block: 7; APJ antag: 1; Jurkat NFkB inh: 3; CXCR6 block: -7; 697 NFkB inh: 15; Gli-Sufu block: -2; UBC13 polyUb: 7

Results for CC1(C)C(=O)OC(C(=O)c2ccc(C(C)(C)C)cc2)C(C)(C)C1=O (stereo not drawn) ?
CCR6 antag: 2; EBI2 block: 1; APJ antag: 6; Jurkat NFkB inh: -9; CXCR6 block: -7; 697 NFkB inh: -17; Gli-Sufu block: -1; UBC13 polyUb: -6

What do the screens show for `CCOC(=O)C1(Cc2cccc(Cl)c2)CCCN(C(=O)c2cnn(CC)c2)C1` (stereo not drawn)?
CCR6 antag: 21; EBI2 block: 1; APJ antag: 3; Jurkat NFkB inh: -7; CXCR6 block: 6; 697 NFkB inh: -4; Gli-Sufu block: 3; UBC13 polyUb: 4

How did Cc1cc(C)n(CCOc2nonc2N)n1 do in these assays?
CCR6 antag: -7; EBI2 block: -6; APJ antag: -30; Jurkat NFkB inh: 1; CXCR6 block: -11; 697 NFkB inh: 13; Gli-Sufu block: 0; UBC13 polyUb: 4

How did C[C@H]1CN(S(=O)C(C)(C)C)[C@H](CCO)/C1=C\c1ccccc1 (stereo partly drawn) do in these assays?
CCR6 antag: 18; EBI2 block: -9; CXCR6 block: -5; Gli-Sufu block: -8

Results for Cc1csc(NC(=O)C2CCN(C(=O)CSc3nnc(C)n3Cc3ccccc3)CC2)n1 ?
CCR6 antag: -3; EBI2 block: -9; APJ antag: 0; Jurkat NFkB inh: 5; CXCR6 block: -4; 697 NFkB inh: 19; Gli-Sufu block: 4; UBC13 polyUb: 11

How did Cc1cc(C(=O)COc2ccccc2[N+](=O)[O-])c(C)n1-c1cccc(S(=O)(=O)N2CCOCC2)c1 do in these assays?
CCR6 antag: -2; EBI2 block: -9; APJ antag: -8; Jurkat NFkB inh: 0; CXCR6 block: -6; 697 NFkB inh: -11; Gli-Sufu block: 14; UBC13 polyUb: 2

What do the screens show for `COc1cc(OC)c(NS(=O)(=O)c2cc3[nH]c(=O)c(=O)[nH]c3cc2C)cc1Cl`?
CCR6 antag: 8; EBI2 block: -14; APJ antag: 36; Jurkat NFkB inh: -9; CXCR6 block: -11; 697 NFkB inh: -6; Gli-Sufu block: -18; UBC13 polyUb: 0

What do the screens show for `CCCCCCC1CC(C)(/C(C)=N/NC(N)=O)OC1=O` (stereo not drawn)?
CCR6 antag: 0; EBI2 block: -1; APJ antag: -16; Jurkat NFkB inh: -6; CXCR6 block: 2; 697 NFkB inh: 15; Gli-Sufu block: 0; UBC13 polyUb: 4

How did CCCCc1nnc(NC(=O)c2ccc3c(=O)n4c(nc3c2)CCC4)s1 do in these assays?
CCR6 antag: 1; EBI2 block: -7; APJ antag: 16; Jurkat NFkB inh: -7; CXCR6 block: -1; 697 NFkB inh: -7; Gli-Sufu block: -13; UBC13 polyUb: 0

What do the screens show for `CCOC(=O)c1cnc2nc(NCc3ccc(OCc4ccccc4)cc3)[nH]n2c1=O`?
CCR6 antag: 6; EBI2 block: 6; APJ antag: -9; Jurkat NFkB inh: 3; CXCR6 block: -3; 697 NFkB inh: 1; Gli-Sufu block: -2; UBC13 polyUb: 0

How did Cc1cc(-c2csc(NC(=O)c3ccc(=O)n(C)n3)n2)c(C)n1CC1CCCO1 (stereo not drawn) do in these assays?
CCR6 antag: 0; EBI2 block: -1; APJ antag: -1; Jurkat NFkB inh: -18; CXCR6 block: 3; 697 NFkB inh: -6; Gli-Sufu block: 4; UBC13 polyUb: -15

How did Cn1nnnc1SCC(=O)Nc1ccc(Cl)cn1 do in these assays?
CCR6 antag: 8; EBI2 block: -3; APJ antag: -4; Jurkat NFkB inh: -3; CXCR6 block: -13; 697 NFkB inh: -5; Gli-Sufu block: -2; UBC13 polyUb: 0

What do the screens show for `CC(C)N(CC#CCC(O)(c1ccccc1)c1ccccc1)C(C)C`?
CCR6 antag: -1; EBI2 block: -13; APJ antag: 3; Jurkat NFkB inh: 4; CXCR6 block: 4; 697 NFkB inh: 9; Gli-Sufu block: 8; UBC13 polyUb: -5

What do the screens show for `CC(=O)NC(=S)Nc1ccc(NC(=O)c2cccs2)cc1`?
CCR6 antag: 3; EBI2 block: -18; APJ antag: 14; Jurkat NFkB inh: -16; CXCR6 block: -6; 697 NFkB inh: -14; Gli-Sufu block: -45; UBC13 polyUb: -1

What do the screens show for `CCCN1CCC2(CC1)NC(C(=O)O)Cc1c2[nH]c2ccccc12` (stereo not drawn)?
CCR6 antag: 3; EBI2 block: 10; APJ antag: -4; Jurkat NFkB inh: -2; CXCR6 block: -5; 697 NFkB inh: -22; Gli-Sufu block: -1; UBC13 polyUb: 3

How did CCOc1ccc(NC(=O)c2ccc3c(SCC(=O)O)c4c(nc3c2)CCCC4)cc1 do in these assays?
CCR6 antag: 0; EBI2 block: -3; APJ antag: 6; Jurkat NFkB inh: -1; CXCR6 block: 3; 697 NFkB inh: 7; Gli-Sufu block: -1; UBC13 polyUb: -11

Results for CCn1c(-c2cc(C3CC3)nc3ccccc23)n[nH]c1=S ?
CCR6 antag: 7; EBI2 block: -6; APJ antag: 1; Jurkat NFkB inh: 6; CXCR6 block: -7; 697 NFkB inh: -2; Gli-Sufu block: -1; UBC13 polyUb: 8

Results for CC(=O)Nc1ccc(OC(=O)c2cc3ccccc3oc2=O)cc1 ?
CCR6 antag: 2; EBI2 block: -6; APJ antag: -12; Jurkat NFkB inh: -18; CXCR6 block: 1; 697 NFkB inh: -4; Gli-Sufu block: 6; UBC13 polyUb: 1

Random excerpt: 3 records from the list
What do the screens show for `CC(=O)NC(=S)Nc1ccc(NC(=O)c2cccs2)cc1`?
CCR6 antag: 3; EBI2 block: -18; APJ antag: 14; Jurkat NFkB inh: -16; CXCR6 block: -6; 697 NFkB inh: -14; Gli-Sufu block: -45; UBC13 polyUb: -1

Results for CCn1c(-c2cc(C3CC3)nc3ccccc23)n[nH]c1=S ?
CCR6 antag: 7; EBI2 block: -6; APJ antag: 1; Jurkat NFkB inh: 6; CXCR6 block: -7; 697 NFkB inh: -2; Gli-Sufu block: -1; UBC13 polyUb: 8

What do the screens show for `CCCN1CCC2(CC1)NC(C(=O)O)Cc1c2[nH]c2ccccc12` (stereo not drawn)?
CCR6 antag: 3; EBI2 block: 10; APJ antag: -4; Jurkat NFkB inh: -2; CXCR6 block: -5; 697 NFkB inh: -22; Gli-Sufu block: -1; UBC13 polyUb: 3

The list continues:
What do the screens show for `O=C(CN1C(=O)/C(=C/c2ccccc2F)SC1=S)NC1C=CS(=O)(=O)C1` (stereo not drawn)?
CCR6 antag: -1; EBI2 block: -18; APJ antag: 7; Jurkat NFkB inh: 9; CXCR6 block: 0; 697 NFkB inh: -14; Gli-Sufu block: -10; UBC13 polyUb: -20

Results for O=C(O)CSc1ncccn1 ?
CCR6 antag: -13; EBI2 block: -4; APJ antag: 8; Jurkat NFkB inh: 8; CXCR6 block: 10; 697 NFkB inh: 18; Gli-Sufu block: 3; UBC13 polyUb: -9

How did CC(CS(=O)(=O)c1ccc2c(c1)NC(=O)CS2)C(=O)NCc1ccccc1Cl (stereo not drawn) do in these assays?
CCR6 antag: 14; EBI2 block: -7; APJ antag: 16; Jurkat NFkB inh: -28; CXCR6 block: -1; 697 NFkB inh: -4; Gli-Sufu block: -13; UBC13 polyUb: -13

Results for CC(C)CN1C(=O)C(=O)N(CC(=O)N(C)CC(=O)Nc2ccc(Cl)c(C(F)(F)F)c2)C1=O ?
CCR6 antag: 0; EBI2 block: -7; APJ antag: 8; Jurkat NFkB inh: -5; CXCR6 block: -12; 697 NFkB inh: 11; Gli-Sufu block: 0; UBC13 polyUb: 9

Results for CN(C)c1ccc(NC(=O)CSc2nc3c(c(=O)[nH]2)CCCC3)cc1 ?
CCR6 antag: -2; EBI2 block: -5; APJ antag: -38; Jurkat NFkB inh: 2; CXCR6 block: -1; 697 NFkB inh: 9; Gli-Sufu block: 21; UBC13 polyUb: 0

Results for O=C(OCC(=O)N1CCc2ccccc2C1)c1ccc(Cl)c([N+](=O)[O-])c1 ?
CCR6 antag: -1; EBI2 block: -7; APJ antag: -20; Jurkat NFkB inh: 6; CXCR6 block: 2; 697 NFkB inh: 8; Gli-Sufu block: 1; UBC13 polyUb: -3

Results for COC(=O)c1nnn(-c2nonc2N)c1CN1CCc2ccccc21 ?
CCR6 antag: -6; EBI2 block: 0; APJ antag: -5; Jurkat NFkB inh: 4; CXCR6 block: 10; 697 NFkB inh: 0; Gli-Sufu block: -17; UBC13 polyUb: -2

How did CC1OC(OC2C(Oc3c(-c4ccc(O)cc4)oc4cc(O)cc(O)c4c3=O)OC(COC3O[C@@H](C)[C@H](O)[C@@H](O)C3O)C(O)C2O)C(O)C(O)C1O (stereo partly drawn) do in these assays?
CCR6 antag: 5; EBI2 block: -5; APJ antag: 7; Jurkat NFkB inh: 13; CXCR6 block: 4; 697 NFkB inh: 1; Gli-Sufu block: 2; UBC13 polyUb: 3

What do the screens show for `COc1ccc(-c2nn(-c3ccccc3)cc2C(=O)N(C)CC(=O)Nc2ccccc2Br)cc1`?
CCR6 antag: 5; EBI2 block: 15; CXCR6 block: -8; Gli-Sufu block: 1

How did COc1ccc(CSC2=CS(=O)(=O)c3ccccc3N2)cc1 do in these assays?
CCR6 antag: 0; EBI2 block: 3; APJ antag: 17; Jurkat NFkB inh: 8; CXCR6 block: -9; 697 NFkB inh: 3; Gli-Sufu block: -9; UBC13 polyUb: 4

How did O=C(c1cc2c(s1)-c1ccccc1OC2)N1CCc2ccccc2C1 do in these assays?
CCR6 antag: 9; EBI2 block: 5; APJ antag: 6; Jurkat NFkB inh: -1; CXCR6 block: 0; 697 NFkB inh: -4; Gli-Sufu block: -5; UBC13 polyUb: 30

How did CCNC(=S)N/N=C(\C)c1cccc([N+](=O)[O-])c1 do in these assays?
CCR6 antag: -7; EBI2 block: -12; APJ antag: -9; Jurkat NFkB inh: 2; CXCR6 block: -4; 697 NFkB inh: -10; Gli-Sufu block: 4; UBC13 polyUb: -22

Results for COc1cc2[nH]c(=O)n(Cc3ccc(C(=O)NCCCN4CCC(C)CC4)cc3)c(=O)c2cc1OC ?
CCR6 antag: -9; EBI2 block: -5; APJ antag: 15; Jurkat NFkB inh: -3; CXCR6 block: -4; 697 NFkB inh: -7; Gli-Sufu block: 7; UBC13 polyUb: -4

What do the screens show for `NC(=O)CSc1nnc(CSc2ncccn2)n1-c1ccccc1`?
CCR6 antag: -4; EBI2 block: -14; APJ antag: 5; Jurkat NFkB inh: 12; CXCR6 block: 6; 697 NFkB inh: 11; Gli-Sufu block: 4; UBC13 polyUb: 0

How did O=C(CCC1CCCC1)Nc1ccc(Br)cn1 do in these assays?
CCR6 antag: -1; EBI2 block: 18; APJ antag: -2; Jurkat NFkB inh: -45; CXCR6 block: 11; 697 NFkB inh: -34; Gli-Sufu block: -56; UBC13 polyUb: -4

How did O=C1CCc2cc(S(=O)(=O)Nc3cccc(F)c3)cc3c2N1CC3 do in these assays?
CCR6 antag: -10; EBI2 block: 1; APJ antag: 7; Jurkat NFkB inh: 10; CXCR6 block: -1; 697 NFkB inh: 22; Gli-Sufu block: 3; UBC13 polyUb: -4

What do the screens show for `CC1CCC2(CC1)NC(=O)N(CC(=O)c1ccc(CNC(=O)C(C)(C)C)s1)C2=O` (stereo not drawn)?
CCR6 antag: 3; EBI2 block: 5; APJ antag: 13; Jurkat NFkB inh: -10; CXCR6 block: 4; 697 NFkB inh: 9; Gli-Sufu block: 3; UBC13 polyUb: 3

Results for COC(=O)c1c(-c2ccccc2)csc1NC(=O)c1c(-c2ccccc2)noc1C ?
CCR6 antag: 10; EBI2 block: -12; APJ antag: 5; Jurkat NFkB inh: -44; CXCR6 block: 0; 697 NFkB inh: inactive; Gli-Sufu block: 6; UBC13 polyUb: 5
